Screening data: PubChem BioAssay, several laboratories
hcDAF-12 act: activators of H. contortus DAF-12 nuclear receptor; activation, % at 6.8 µM; 1.4% of 370,000 active; HEK293 hcDAF-12 lit1-tk-luc reporter, luminescence; 0% DMSO, 100% Δ7-dafachronic acid; AID 652067;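 active = activation above the mean of all tested compounds plus 3 SD, cut at about 5.5% in these data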;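 also: 100% = response to 3 µM Δ7-dafachronic acid high control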
NPR1 activator: GC-A (human) enzyme activation; HEK293 GC-A cells, cGMP TR-FRET, EC30 ANP; 0% at EC30 ANP, 100% saturating ANP; activation, % at 10 µM; 0.14% of 370,000 active; AID 1671463; in the data active = activation above about 40%
SMARCA2 activ: SMARCA2 function activation, primary screen | MG213 cells, MMTV-luciferase reporter, dexamethasone, overnight | activation, % at 9.1 µM | 1% of 370,000 active; in the data active = activation above about 7.8%;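 also: 0% = vehicle wells and 100% = reference activator wells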
ssDAF-12 act: S. stercoralis DAF-12 activation, primary screen; 1% of 370,000 active; HEK293 ssDAF-12/GRIP1 lit1-tk-luc reporter, luminescence; % of 3 µM dafachronic acid response; activation, % at 6.8 µM;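 active = activation above the mean over all tested compounds plus 3 SD, cut at about 0.9% in these data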;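 also: 0% = DMSO-only wells and 100% = 3 µM delta7-dafachronic acid wells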
proKLK7 act: activators of human kallikrein-7 zymogen; 0.9% of 370,000 active; P49862; purified proKLK7, EDANS-DABCYL substrate fluorescence; 100% is mature enzyme control, 0% vehicle; activation, % at 7 µM;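 active = activation above the mean of all tested compounds plus 3 SD, computed per campaign excluding outliers beyond control limits, cut at about 13% in these data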
GAA850 FXN act: frataxin GAA850 promoter activation | HEK293 lucGAA850 FXN promoter luciferase reporter, 24 h; percent of 10 µM SAHA response | 0.56% of 360,000 active | activation, % at 6 µM;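 active = activation above the average of all compounds screened plus 3 SD, cutoff fixed separately per campaign, cut at about 7.5% in these data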;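 also: 0% = DMSO wells and 100% = 10 µM SAHA wells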
GC-B act: GC-B (human) receptor activation. HEK293-GC-B cells, CNP EC30, cGMP TR-FRET; 0% at EC30 CNP, 100% saturating CNP. AID 1920062. activation, % at 10 µM. P20594. 0.11% of 370,000 active;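 active = activation at 10 µM reaching about 35% in either raw or pattern-adjusted values, limit read from the data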
Target sequence (P20594 whole entry, looked up): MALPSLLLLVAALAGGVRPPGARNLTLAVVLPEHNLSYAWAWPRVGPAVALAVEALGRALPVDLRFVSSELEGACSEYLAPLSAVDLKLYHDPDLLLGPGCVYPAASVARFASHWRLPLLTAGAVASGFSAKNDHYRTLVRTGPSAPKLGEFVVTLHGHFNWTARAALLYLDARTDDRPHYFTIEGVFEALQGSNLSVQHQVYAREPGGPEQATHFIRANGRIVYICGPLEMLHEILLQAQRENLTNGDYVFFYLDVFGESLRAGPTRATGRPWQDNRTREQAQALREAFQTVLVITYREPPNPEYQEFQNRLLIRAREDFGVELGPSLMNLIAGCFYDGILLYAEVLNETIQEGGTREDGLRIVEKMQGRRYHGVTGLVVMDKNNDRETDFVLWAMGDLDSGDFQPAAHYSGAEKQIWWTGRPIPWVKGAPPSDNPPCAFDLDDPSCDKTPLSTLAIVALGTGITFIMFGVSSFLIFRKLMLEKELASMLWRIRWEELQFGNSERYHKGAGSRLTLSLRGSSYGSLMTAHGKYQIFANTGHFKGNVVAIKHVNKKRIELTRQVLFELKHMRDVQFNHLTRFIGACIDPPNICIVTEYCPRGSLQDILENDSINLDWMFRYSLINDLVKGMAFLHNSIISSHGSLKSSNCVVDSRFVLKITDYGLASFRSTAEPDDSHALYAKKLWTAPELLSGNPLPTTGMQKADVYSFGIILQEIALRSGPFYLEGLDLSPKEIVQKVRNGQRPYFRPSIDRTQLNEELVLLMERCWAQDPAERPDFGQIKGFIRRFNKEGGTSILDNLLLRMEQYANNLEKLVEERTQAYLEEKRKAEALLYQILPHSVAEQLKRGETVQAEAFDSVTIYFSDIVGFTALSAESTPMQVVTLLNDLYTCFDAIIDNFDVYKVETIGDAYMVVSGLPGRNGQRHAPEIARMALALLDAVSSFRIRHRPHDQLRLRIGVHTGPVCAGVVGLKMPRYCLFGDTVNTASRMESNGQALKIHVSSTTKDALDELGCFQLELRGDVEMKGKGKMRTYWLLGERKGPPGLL
DAX1 inh-1: inhibitors of DAX1 repression of SF-1 activated StAR promoter; HEK293T StAR-luciferase reporter, SF-1/DAX-1 repression relief; inhibition, % at 6.8 µM; 1.1% of 370,000 active; AID 652010;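 active = inhibition above the mean over all tested compounds plus 3 SD, cut at about 3.6% in these data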;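 also: 0% = DAX-1 cells with DMSO and 100% = cells lacking DAX-1 with DMSO; higher inhibition means more luminescence from relief of DAX-1 repression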
sPLA2-III inh: Blocks human group III sPLA2 activity; Q9NZ20; inhibition, % at 12.2 µM; QFRET BODIPY PC-A2 liposome hydrolysis, fluorescence; 0.56% of 370,000 active; AID 743126;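 active = inhibition above mean plus 3 SD of compounds lying within the high and low control bounds, cut at about 19% in these data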;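 also: 0% = median of test compound wells and 100% = no enzyme DMSO wells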
hgDAF12 agonist: agonists of H. glycines DAF-12 nuclear receptor; HEK293 GAL4-hgDAF12 UAS-luciferase reporter, agonist luminescence; normalized to butyrate control; activation, % at 6.8 µM; 1.8% of 370,000 active; AID 687014;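 active = activation above a cutoff set at the mean of all screened compounds plus 3 SD, cut at about 10% in these data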;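 also: 0% = DMSO wells and 100% = sodium butyrate wells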
DAX1 inh-2: inhibitors of human orphan nuclear receptor DAX1 (NR0B1). P51843. HEK293 Gal4-DAX1 luciferase reporter, luminescence. inhibition, % at 6.75 µM. 0.99% of 340,000 active. AID 504766;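 active = inhibition above the mean over all tested compounds plus 3 SD, cut at about 4.2% in these data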;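 also: 0% = DAX1-transfected cells with DMSO and 100% = empty-vector control cells with DMSO; inhibition shows as a rise in luminescence from relieved DAX1 repression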
* = called active by the depositor; . = no result given.

SMILES | hcDAF-12 act | NPR1 activator | SMARCA2 activ | ssDAF-12 act | proKLK7 act | GAA850 FXN act | GC-B act | DAX1 inh-1 | sPLA2-III inh | hgDAF12 agonist | DAX1 inh-2
Cc1cc(-c2cc(-c3ccc(Cl)cc3)on2)nc(NC2CCCC2)n1 | -0.4 | -0.9 | 0.8 | -1.4 | -0.1 | 3.4 | -8.4 | 0.4 | -7.2 | -1.0 | 0.3
COc1ccc(OCC(=O)Nc2cc(OC)ccc2N2CCCCC2)cc1 | 1.2 | -6.0 | 0.1 | 0.0 | 0.5 | 0.9 | -10.5 | 0.1 | -5.3 | 0.6 | -0.2
Cc1ccc(NC(=O)c2ccc3snnc3c2)cc1C | 2.8 | 0.0 | 2.7 | -0.3 | -0.6 | 4.2 | -2.2 | 6.5* | 2.8 | 7.1 | 1.2
CNCc1ccccc1Sc1cccc(O)c1 | 0.0 | -0.9 | 2.8 | -1.2 | -0.4 | 2.2 | 0.9 | 0.3 | 8.1 | 0.7 | 1.3
COc1ccc(/C=N/N2C(=O)CN(C(=O)c3ccccc3)C2c2ccc(OC)cc2)cc1 (configuration not stated) | 1.2 | 12.4 | -4.8 | -2.1 | 0.3 | -1.5 | 2.9 | -0.8 | -2.1 | 0.2 | .
COc1cccc(Cn2cc(COC(=O)N3CCOCC3)nn2)c1 | -3.2 | 6.2 | -1.3 | -1.0 | 1.4 | . | 2.6 | 0.8 | 13.2 | -0.6 | .
CC(=O)Oc1cccc(C(=O)Nc2ccccc2C(=O)N2CCCC2)c1 | -1.5 | -0.3 | -3.1 | -0.9 | 0.0 | 0.7 | -3.1 | -0.6 | 3.4 | 2.7 | -0.7
CC(C)Cn1nc(NS(=O)(=O)c2ccccc2)c2cc3ccccc3nc21 | -0.1 | -0.7 | -4.1 | -0.7 | -0.3 | -0.2 | -2.2 | -0.1 | -0.9 | 0.0 | 1.1
COc1ccc(-c2cc(C(=O)N/N=C/c3cccnc3)c3ccccc3n2)c(OC)c1 | -2.0 | 1.3 | -2.8 | -2.2 | -6.4 | -0.4 | 3.7 | -0.4 | 1.1 | -0.7 | -0.1
CCn1cc(CN2CCC(C(=O)Nc3ccc(Oc4ccccc4F)cc3)CC2)cn1 | -1.0 | -1.0 | -2.3 | -1.4 | -0.1 | -3.9 | -0.6 | -1.5 | 0.4 | -1.8 | -0.8
NC(CCc1ccccc1)c1csc(Nc2cnccn2)n1 (configuration not stated) | 0.8 | -7.9 | -3.5 | -1.6 | 0.2 | -1.4 | -7.3 | 0.0 | 7.7 | 5.8 | .
Cc1cc(C(=O)O)c(CSCc2cc(C(=O)O)oc2C)o1 | 2.6 | 2.5 | -2.2 | -1.1 | 0.7 | 0.5 | -1.1 | 0.1 | 1.4 | -0.9 | 0.4
Cc1ccc2nc(SC(C)C(=O)NCc3ccc4c(c3)OCO4)[nH]c2c1 (configuration not stated) | 0.6 | -7.0 | -0.2 | -1.0 | -0.4 | 1.3 | -2.4 | -0.3 | -11.5 | -2.7 | 0.7
Cc1cccc(NC(=O)C2SC(=Nc3c(C)cccc3C)C(C(=O)N3CCOCC3)=C2N)c1 (configuration not stated) | 1.9 | -4.5 | -0.4 | -1.1 | 0.2 | -3.0 | 2.3 | 0.2 | -10.4 | -0.9 | 2.1
Cn1cc(/C=C2/SC(=O)N(c3ccccc3)C2=O)c2ccccc21 | 4.3 | 4.3 | -0.6 | 0.5 | 0.6 | 3.0 | 5.2 | 1.2 | -3.6 | 6.1 | -0.5
COc1cc2c(cc1OC)CN(C(=O)CCOc1ccccc1C)CC2 | -1.4 | 3.0 | -3.0 | -0.4 | 0.1 | -0.1 | -4.5 | -0.4 | 2.2 | -0.4 | -0.1
COc1ccc(CCN(C)CC(=O)Nc2ccc(F)c(Cl)c2)cc1OC | 0.2 | -0.8 | -1.3 | -1.3 | 0.3 | 1.4 | 3.8 | 0.3 | -3.1 | 0.4 | 2.9
CCNc1nnc(SCC(=O)c2c(N)n(C3CC3)c(=O)[nH]c2=O)s1 | 0.1 | 4.8 | -1.4 | -1.2 | 0.1 | 0.8 | 0.3 | 0.5 | 12.4 | -0.2 | -0.4
CCC(=O)N1CCN(c2ccc(NC(=O)c3ccc4c(c3)OCO4)cc2)CC1 | -1.7 | -8.0 | -4.6 | -1.3 | -0.3 | -1.2 | 0.7 | -0.1 | 7.5 | -3.0 | 2.2
CCOC(=O)C1CCCN(Cc2c(C(=O)N3CCCCC3)nc3c(C)cccn23)C1 (configuration not stated) | 2.9 | 1.0 | -1.5 | -0.2 | 0.2 | 0.8 | -0.4 | 0.1 | 6.9 | -0.2 | -0.4
COc1cc2ccccc2cc1C(=O)Nc1cccnc1 | 3.3 | 4.0 | 2.0 | 0.6 | 0.2 | 7.0 | -3.2 | 0.8 | -2.2 | 8.6 | 1.2
COCCc1ncc(CN2CCCCC2C(=O)Nc2ccc(Oc3ccccc3)nc2)cn1 (configuration not stated) | -1.9 | -1.5 | 1.4 | -0.8 | -0.5 | 1.1 | 1.2 | 0.7 | -5.7 | 2.1 | 0.1
O=C(Nc1cccc2c1[nH]c1ccccc12)C(F)(F)F | -0.9 | -0.1 | 0.5 | -0.8 | 21.1* | 1.7 | 0.2 | -0.5 | -2.0 | -0.4 | -0.6
CCCNS(=O)(=O)c1ccc(OCC(=O)NCCCOC)cc1 | -1.3 | 1.6 | -2.8 | -1.0 | 0.4 | 0.4 | 0.2 | 2.6 | 12.2 | 1.4 | 3.2
Cc1ccc(SCC(=O)NC(=O)NC(C)C)c(C)c1 | -0.6 | -3.5 | 1.9 | -1.6 | -0.4 | 1.1 | 0.7 | -0.3 | -3.4 | -1.3 | 2.8
O=C(Nc1cccc(C(=O)O)c1)/C(=C\c1ccc2c(c1)OCO2)NC(=O)c1ccc(Br)cc1 | -1.3 | 1.6 | 3.0 | -1.7 | 0.0 | 0.0 | 2.5 | 0.5 | -8.0 | 1.1 | 0.8
O=C(NCCc1ccccc1)C1CCC(CNS(=O)(=O)c2cccc3cccnc23)CC1 (configuration not stated) | -1.6 | 0.3 | -0.3 | -1.8 | 0.3 | -0.9 | -1.2 | -0.1 | -4.6 | 1.6 | 0.4
COc1ccc(NCc2nnc(SCC(=O)NCc3ccccc3)n2-c2ccccc2OC)cc1 | -1.2 | 0.0 | 0.2 | -1.5 | 0.3 | -1.2 | -1.5 | -0.6 | 5.2 | -3.0 | -0.9
CCCCN(C(=O)CSCC(=O)Nc1ccc(C)cc1)c1c(N)n(CCCC)c(=O)[nH]c1=O | -0.4 | 5.8 | -2.3 | -1.2 | 0.3 | 0.7 | 1.4 | 0.2 | -3.3 | 1.5 | -0.9
COc1cccc(-c2nc3ccc(C(=O)NC(C)Cc4cccnc4)cc3o2)c1 (configuration not stated) | 2.2 | 1.2 | 2.7 | -0.3 | 0.1 | 5.9 | 6.0 | 1.3 | 6.1 | 7.6 | 2.3
Cc1cc(N2CCC(C)CC2)nc(-c2ccccc2O)n1 | -2.0 | -4.0 | -4.3 | 0.3 | -1.1 | -1.8 | -7.1 | 0.0 | 7.4 | 0.4 | 1.1
N#C/C(=C\c1ccccc1[N+](=O)[O-])C(=O)NC1CCCCC1 | 2.2 | 8.2 | -1.6 | 0.1 | 0.7 | 2.2 | 2.0 | -0.4 | 0.6 | -0.4 | -0.6
C[C@@]12C(=O)N(CCO)CC(=O)N1[C@H](/C=C/c1ccccc1)[C@@H]1C(=O)N(c3ccccc3)C(=O)[C@@H]12 | 0.2 | 4.5 | 0.0 | -1.4 | 0.0 | -0.5 | 2.4 | 0.4 | -3.8 | 3.5 | 0.9
COC(=O)c1ccc(NC(=O)CSCc2ccc(C)cc2)cc1 | -0.5 | -1.1 | -0.7 | -1.0 | 0.1 | -0.3 | 10.1 | -0.1 | -5.8 | 1.6 | 0.2
COc1cc2c(C#CCCCO)c(-c3ccc(C#N)cc3)oc(=O)c2cc1OC | -1.6 | 4.5 | -0.2 | -1.4 | -4.2 | 3.9 | 2.1 | -0.3 | 1.6 | -2.0 | -0.7
CC(C)c1onc(C(=O)N2CCN(Cc3ccccc3)CC2)c1[N+](=O)[O-] | -1.9 | 0.9 | 5.6 | -0.8 | 0.4 | 0.3 | 1.5 | -0.1 | -0.7 | -3.5 | 3.8
COc1ccc(OC)c(CCNC(=O)Cn2nc(C)c3c(C)n(-c4ccc(C)cc4)nc3c2=O)c1 | -5.3 | 3.7 | -5.1 | -2.2 | -0.1 | -6.3 | 0.3 | -1.6 | 4.0 | -9.8 | -1.8
CSc1ccccc1OCc1cc(C(=O)NC(C)Cn2cncn2)no1 (configuration not stated) | 0.8 | 12.0 | -1.8 | -1.1 | 0.1 | 1.8 | -2.0 | -0.2 | 1.3 | 1.2 | 1.1
COc1ccc(C(CNC(=O)c2cccc(S(=O)(=O)NCc3ccccc3)c2)N(C)C)cc1 (configuration not stated) | 1.1 | -2.8 | 0.8 | -0.7 | -0.1 | -1.5 | -3.0 | 1.6 | -15.0 | -0.8 | 0.8
CCN(C[C@H]1N[C@@](C)(C(=O)OC)[C@H]2C(=O)N(C)C(=O)[C@@H]12)C(C)=O | -2.5 | 3.8 | -3.4 | -1.1 | 0.5 | -0.2 | -1.4 | 0.1 | 5.0 | -0.9 | 0.4

Some of these compounds in order of the sPLA2-III inh value, high to low.
SMILES	sPLA2-III inh
COc1ccc(/C=N/N2C(=O)CN(C(=O)c3ccccc3)C2c2ccc(OC)cc2)cc1 (configuration not stated)	-2.1
COc1cc2ccccc2cc1C(=O)Nc1cccnc1	-2.2
COc1ccc(CCN(C)CC(=O)Nc2ccc(F)c(Cl)c2)cc1OC	-3.1

Next compounds follow:
SMILES | hcDAF-12 act | NPR1 activator | SMARCA2 activ | ssDAF-12 act | proKLK7 act | GAA850 FXN act | GC-B act | DAX1 inh-1 | sPLA2-III inh | hgDAF12 agonist | DAX1 inh-2
CCOC(OCC)c1ccc(/C=C\c2nccc(N)n2)cc1 | 1.6 | 0.5 | -0.4 | -0.4 | 47.7* | 6.8 | 0.6 | 1.1 | 2.8 | 9.4 | 4.3*
O=C(C1CCCN(S(=O)(=O)c2cccnc2)C1)N1CCN(c2ccccn2)CC1 (configuration not stated) | -2.1 | -0.9 | -3.0 | -1.6 | -0.3 | 3.4 | -1.0 | 1.5 | 5.1 | -1.6 | 0.0
Cc1c(C(=O)Nc2ccc(S(=O)(=O)NCC3CCCO3)cc2)cccc1[N+](=O)[O-] (configuration not stated) | -1.2 | -4.7 | -2.8 | -1.3 | -0.3 | 2.3 | 3.2 | -0.9 | -10.0 | -5.7 | -0.5
Cc1ccc(C(=O)c2no[n+]([O-])c2C(=O)c2ccc(C)cc2)cc1 | 2.9 | 1.6 | 0.8 | -1.6 | -0.2 | -0.1 | 6.0 | -0.1 | 4.9 | -1.4 | 1.2
COc1ccc(NS(=O)(=O)c2csc(C(N)=O)c2)cc1 | 1.6 | 0.0 | -3.2 | -1.5 | -0.4 | 0.5 | 3.7 | -0.1 | -1.1 | 0.8 | -0.1
COc1ccc(Cn2nnnc2C(c2cccnc2)N2CCN(c3ccc(O)cc3)CC2)cc1 (configuration not stated) | -2.1 | -8.0 | -1.9 | -1.7 | 0.4 | -0.9 | -3.1 | -0.1 | -1.6 | -0.6 | 0.0
CSCCC(NC(=O)c1ccc(C)o1)C(=O)O (configuration not stated) | 1.1 | 2.2 | 0.2 | -1.1 | 0.5 | -0.4 | 6.0 | 0.1 | 5.8 | -1.4 | 1.0
